Pf Dd2 growth = inhibitors of Plasmodium falciparum Dd2 growth; 120,000 compounds, 4.3% hits; P. falciparum Dd2 growth, SYBR Green, 72 h; Potency, µM (series often up to 28.9 µM), for the others: at the highest dose activity, negative = inhibition, hits mostly inhibitors; AID 1347417; active = well fitted inhibition curve with a large enough effect; inconclusive = small, poorly fitted or top-dose-only effect; inactive = no such curve, though single readings can be large or run the other way;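 also: plate controls were DMSO vehicle for no effect and reference drug for full effect; nearly all actives have a fitted effect of over 65% in size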
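Infected erythrocytes (Dd2, 0.3% parasitemia, 2.5% hematocrit final) are added to compound in RPMI-1640/Albumax II medium, grown 72 h at 37C in low oxygen, then lysed with saponin/Triton-X containing SYBR Green and read by fluorescence.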
An asterisk follows results filed as active; i = inactive; ? = inconclusive; [ ] = remark or other dose. Potency is read from the fitted curve at half-maximal effect. The list is partial; count on the stated rates, not on these rows.

No.	mol	Pf Dd2 growth
1	CNC(=O)[C@@H]1C[C@@H](N)CN1S(=O)(=O)c1ccc2c(c1)OCCCO2	15%
2	O=C(Nc1ccc([C@@H](O)[C@H]2COCC(=O)N2CC2CC2)cc1)c1ccc(F)cc1	?
3	Fc1ccc(-c2nc(Nc3cccc(Cl)c3)nc3c2COc2ccccc2-3)cc1	11µM*
4	Cc1ccccc1CNC[C@H]1O[C@@H]2C[C@@H](CC(=O)NCc3cnn(C)c3)O[C@@H]2[C@@H]1O	i
5	CN1CCC(O)(CCn2cnc(-c3ccccc3)c2-c2ccsc2)CC1	?
6	O=C(c1cccc(Cl)c1)N1CCC2(CC1)CCN(Cc1cccs1)c1ccccc1O2	7.9µM*
7	COCCNC(=O)[C@H]1C[C@H](Oc2ccccc2)CN1Cc1sccc1C	i
8	Cc1ccc(-c2noc([C@@H]3C[C@H](NC(=O)COc4ccccc4)CN3C)n2)cc1	?
9	O=C(O)c1cccc(C2CCCN(C(=O)CCCn3ccnc3)C2)c1 (stereo unspecified)	-22%
10	O=C1Cc2c(-c3cccc4ccccc34)n[nH]c2CN1CCOc1ccccc1	i
11	CC(C)CN1CCN(c2ccc(Cl)nn2)C(=O)C1	-5%[44.1 µM]
12	CN1CC(=O)N(C2CCC2)Cc2c(NCC(C)(C)C)ncnc21	?
13	Fc1cccc(-c2cnc(Nc3cnccn3)c3c2CCO3)c1	?
14	CN(Cc1ccccc1C(F)(F)F)S(=O)(=O)NCc1ccccc1	-17%
15	Cc1cn2nc(C(=O)Nc3ccc(N(C)C)cc3)cc2c(N2CCCC2)n1	0.63µM*
16	Cc1nnc2n1CCC(N(C)C(=O)NC1CCCC1)CC2 (stereo unspecified)	i
17	O=C1CCN(C(=O)CC2C(=O)NCCN2Cc2ccccc2F)CCN1 (stereo unspecified)	-6%
18	c1cc(-c2ccsc2)n2nc(C3CCC3)nc2n1	?
19	Cc1ccccc1S(=O)(=O)N1CCC(CCC(=O)Nc2cccnc2)CC1	-6%
20	O=C(Nc1ccc(F)cc1)c1cc2n(n1)CC(c1ccc(Br)cc1)OC2 (stereo unspecified)	i
21	COc1ccc(CN2CC[C@H]3COC(=O)N3c3ccccc3C2)cc1	i
22	Cc1ccc(-n2nc(C)c([C@@H]3C=C[C@@H](NC(=O)NC(C)C)C3)c2C)cc1Cl	?
23	O=C(Cn1cc(SCc2cccc(C(F)(F)F)c2)c2ccccc21)N1CCCCCC1	-13%
24	CC(C)(C)NC(=O)CN1C(=O)NC2(CCC(C(C)(C)C)CC2)C1=O (stereo unspecified)	-24%
25	CCOC(=O)Cn1c(=O)oc2cc(S(=O)(=O)NC(C)c3ccccc3)ccc21 (stereo unspecified)	-1%
26	Cc1ccc(S(=O)(=O)NCCc2nnc3ccc(SCC(=O)Nc4c(C)cc(C)cc4C)nn23)cc1	?
27	O=C(Nc1cccc(Cl)c1F)N1CCC(Oc2ncccc2C(=O)N2CCOCC2)C1 (stereo unspecified)	12%
28	COc1cc(=O)n2c(c1C(=O)NCc1ccc(F)cc1)CCCC2	14%
29	COCC1(CNC2CCN(C)CC2)C[C@@H](O)[C@@H](O)C1 (stereo partly specified)	39%[activator][44.1 µM]
30	COc1ccc(OC)c(NC(=O)Cn2cc(S(=O)(=O)c3ccccc3)c(=O)c3cc(C)ccc32)c1	i
31	O=C(c1ccco1)N(Cc1cccs1)c1ccc(F)cc1	?
32	COc1cccc(C2Cn3nnc(-c4nc(-c5ccsc5)no4)c3CO2)c1 (stereo unspecified)	i
33	COc1ccc(C(=O)N2CCCC3(C2)NC(=O)N(Cc2ccc(Cl)cc2)C3=O)cc1 (stereo unspecified)	?
34	O=C1OCCN1C1CCN(Cc2ccc(F)cc2)CC1	6%[44.1 µM]
35	COc1ccc(C(=O)NC2CCN(c3cc(C(F)(F)F)ncn3)CC2)cc1	?
36	CCOC(=O)c1cc(-c2ccc(C)cc2)n(CCC(=O)Nc2nc3c(C)cccc3s2)c1C	?

By substructure: those above with an aryl thioether with sulfur outside any ring.
No.	mol	Pf Dd2 growth
23	O=C(Cn1cc(SCc2cccc(C(F)(F)F)c2)c2ccccc21)N1CCCCCC1	-13%
26	Cc1ccc(S(=O)(=O)NCCc2nnc3ccc(SCC(=O)Nc4c(C)cc(C)cc4C)nn23)cc1	?

More compounds
No.	mol	Pf Dd2 growth
37	O=C(Nc1ccc(Cl)cc1Cl)c1cc(S(=O)(=O)N2CCC3(CC2)OCCO3)ccc1F	5%
38	CS(=O)(=O)N1CCC(C2CCN(C(=O)Cc3cccnc3)C2)CC1 (stereo unspecified)	9%
39	Fc1cccc(Cl)c1CNCCSc1nnnn1-c1ccccc1	-25%
40	CN(C)S(=O)(=O)N1CCC(C(=O)Nc2ccc(Oc3cccnc3)cc2)CC1	i
41	CC(=O)N[C@@H]1Cc2ccccc2[C@H]1NC(=O)CN1C(=O)CNC1=O	7%
42	Clc1ccc(Nc2ncc(-c3cccnc3)c3c2OCC3)cc1	10µM*
43	COCCNC(=O)[C@@H]1C[C@@H](O)CN1C1CCN(C(=O)c2nn(C)c3ccccc23)CC1	-10%
44	CC(C)=CCC1(CO)CCCN(Cc2cc(=O)n3cc(C)sc3n2)C1 (stereo unspecified)	-18%
45	Cc1ccc(CNC(=O)Cn2c(C)ccc(NS(=O)(=O)c3ccccc3)c2=O)cc1	i
46	O=C(Cn1ccn2nc(-c3ccccc3)c(CO)c2c1=O)Nc1cc(Cl)cc(Cl)c1	i
47	O=C1NCc2ccccc2CC12CCN(Cc1cc(O)cc(O)c1)C2 (stereo unspecified)	-2%
48	Cc1nncn1C1CCN(S(=O)(=O)c2ccccc2F)CC1	0%

The list continues.
cpd	canonical_smiles	Pf Dd2 growth
49	CCN(CC)S(=O)(=O)c1ccc2c(c1)c(=O)c(C(=O)N1CCN(c3cc(Cl)ccc3C)CC1)cn2C	11%
50	CN1CCN(c2cc(N3CCCC(CO)(CC4CC4)C3)nc(N)n2)CC1 (stereo unspecified)	-3%
51	CCn1c(=O)cc(SCC(=O)NCCc2cccc(C)c2)c2ccccc21	-1%
52	CCc1cc(C(=O)N2CCC(c3nnc(Cn4cncn4)n3C)CC2)no1	5%
53	CC(C)Cc1nc(NC(=O)C[C@H]2NC(=O)c3ccccc3NC2=O)n[nH]1	-6%
54	CCOc1ccc(S(=O)(=O)N2CCN(c3ccc(Cl)c(Cl)c3)CC2)c2ccccc12	-5%
55	Cc1ccc(-c2ccc(N)nc2)c2cccnc12	2%
56	O=C(c1c[nH]c(=O)cn1)N1C[C@H](CO)C[C@H](CN2CCOCC2)C1	2%

Two of the compounds above, with each value named:
40) CN(C)S(=O)(=O)N1CCC(C(=O)Nc2ccc(Oc3cccnc3)cc2)CC1
  Pf Dd2 growth = i

41) CC(=O)N[C@@H]1Cc2ccccc2[C@H]1NC(=O)CN1C(=O)CNC1=O
  Pf Dd2 growth = 7%

(further entries)
cpd	canonical_smiles	Pf Dd2 growth
57	Cc1ccccc1NC(=O)Cn1c(-c2ccc(Cl)cc2)nc(C)c(CCO)c1=O	i
58	COc1ccc(NC(=O)N2[C@H]3CC[C@@H]2c2cnc(-c4ccc(F)cc4)nc2C3)cc1OC	?
59	COC(=O)c1ccc(Nc2nnc(-c3ccc(C)c(S(=O)(=O)N4CCN(C)CC4)c3)c3ccccc23)cc1	1.6µM*
60	COc1cccc(-c2cc(C(F)(F)F)nc(NCCc3ccccc3)n2)c1	-12%
61	N#Cc1ccc(C(=O)N2CCC(Cc3nc(-c4ccccc4)n[nH]3)C2)cc1 (stereo unspecified)	i
62	CC(C)CNC(=O)NCC(=O)N1CCCCCNC(=O)CC1c1ccccc1 (stereo unspecified)	12%
63	O=C(c1ccccc1)N1CCC12Cc1ccccc1NC2=O (stereo unspecified)	-7%[44.1 µM]
64	COc1ccccc1NC(=O)Nc1cccc(-c2ccc(N3CCCCC3)nn2)c1	?
65	COc1ccc(C(=O)N2C[C@@H](CO)[C@H](c3ccncc3)C2)c(OC)c1	10%
66	COc1cccc(N2CCN(C(=O)C3CCN(S(=O)(=O)c4c(C)noc4C)CC3)CC2)c1	14%
67	O=C1NCCCN1C1CCN(Cc2ccccc2OC(F)(F)F)CC1	-12%[44.1 µM]
68	COc1ccc(-n2c(=O)c3sc4ccccc4c3n(CC(=O)Nc3ccccc3F)c2=O)cc1	i
69	CC1=C(C(=O)OC(C)(C)C)C(c2ccccc2F)N2C(CC(=O)N3CCCC3)=CSC2=N1 (stereo unspecified)	?
70	COc1ccc(OC)c(CNc2ncc(-c3ccc(Cl)cc3)n2C)c1	-21%
71	COc1cccc(CNC(=O)C2Cn3cccc3C(=O)N2C)c1 (stereo unspecified)	-12%
72	CCCNS(=O)(=O)c1ccc2nc(NC(=O)c3ccc(F)cc3)sc2c1	?
73	Cc1cc(C)cc(NC(=O)c2sc3nc4n(c(=O)c3c2C)N=C(c2ccc(F)cc2)CS4)c1	-4%
74	CCC(=O)N1CCc2cc(Br)cc(S(=O)(=O)CCC(=O)Nc3ccc(C)c(F)c3)c21	5µM*
75	CC(=O)c1cccc(NC(=O)C2=CC(c3ccc4c(c3)OCO4)=NS(=O)(=O)N2C)c1	1%
76	O=C1CCN(S(=O)(=O)c2ccccc2)CCCN(C(=O)CN2CCCCCC2)CCN1	-2%
77	COc1ccc(NC(=O)Cn2nnc(C(=O)NCc3ccco3)c2N)c(OC)c1	-19%
78	COc1ccc(C(=O)Nc2ccc(-c3nnc4n3CCCC4)cc2)cn1	7.1µM*
79	COCC(=O)N1CCC2(CC1)CCN(Cc1cccs1)c1ccccc1O2	?
80	COc1ccc(-c2cc(C(F)(F)F)nc(SCC(=O)N3CCCCC3C)n2)cc1OC (stereo unspecified)	92%[activator]
81	O=C(NC1CCCCC1)c1cc2n(n1)CC(c1ccc3c(c1)OCO3)OC2 (stereo unspecified)	-16%
82	COc1ccc(-n2nc3c(c2NC(=O)C(=O)N2CCN(C)CC2)CSC3)cc1	12%
83	CC(=O)N1CCC(N2CC(Oc3cccc(C(=O)N4CCOCC4)c3)C2)CC1	-16%
84	Cn1cnc(C(=O)N2C[C@@H](COCC3CC3)[C@H](c3ccccn3)C2)c1	39%
85	CC(=O)NC[C@H]1CCN(Cc2ccc3c(c2)CCO3)C[C@H]1N(C)C	-19%
86	O=C(NCc1nncn1CCc1ccccc1)C1NCCc2[nH]cnc21 (stereo unspecified)	-8%
87	COc1ccc(N2Cc3cccc(C(=O)Nc4cccc(F)c4)c3C2=O)cc1	19%
88	O=C(Cc1ccc(Cl)cc1)N1CCC2(CC1)CC(O)CCO2 (stereo unspecified)	?
89	Cc1nc(CN2C(=O)OC3(CCN(C(=O)c4ccc(Oc5ccccc5)cc4)CC3)C2(C)c2ccccc2)cs1 (stereo unspecified)	?
90	Cc1cnc(C(=O)NC2C[C@H]3CC[C@@H](C2)N3C(=O)Cc2ccc(F)cc2)cn1 (stereo partly specified)	-5%
91	CCc1ccccc1NC(=O)CCCn1c(=O)c2cccn2c2ccccc21	?
92	O[C@H]1CC[C@@H](Cc2cc(-c3ccccc3)on2)O[C@@H]1CNCc1ccccc1	?
93	CNC(=O)[C@H]1C[C@H](Oc2ccccc2)CN1S(=O)(=O)c1cccc(OC)c1	12%
94	COc1ccc(OCC(=O)NCc2ccc3c(c2)CCN3C(=O)c2cccc(C)c2)cc1	?
95	Cc1cc(C)cc(NC(=O)N2CCCC2c2nncn2C2CCCC2)c1 (stereo unspecified)	-8%
96	Cc1cccc(C)c1NC(=O)CN1C(=O)NC(c2ccc(Cl)cc2)C2=C1COC2=O (stereo unspecified)	-9%

A second format for part of the listing above:
[93] CNC(=O)[C@H]1C[C@H](Oc2ccccc2)CN1S(=O)(=O)c1cccc(OC)c1
  Pf Dd2 growth: 12%

[94] COc1ccc(OCC(=O)NCc2ccc3c(c2)CCN3C(=O)c2cccc(C)c2)cc1
  Pf Dd2 growth: ?

[95] Cc1cc(C)cc(NC(=O)N2CCCC2c2nncn2C2CCCC2)c1 (stereo unspecified)
  Pf Dd2 growth: -8%

[96] Cc1cccc(C)c1NC(=O)CN1C(=O)NC(c2ccc(Cl)cc2)C2=C1COC2=O (stereo unspecified)
  Pf Dd2 growth: -9%

New compounds follow:
cpd	canonical_smiles	Pf Dd2 growth
97	CCOC(=O)c1sc2ccccc2c1S(=O)(=O)Nc1c(C)cccc1C	-3%
98	CC1CCN(c2nc3ccccc3nc2SCC(=O)Nc2ccccc2C(C)C)CC1	i
99	Cc1ccccc1NC1CCn2c(nc(C)c2C(=O)Nc2ccc(F)cc2)C1 (stereo unspecified)	-18%[44.1 µM]
100	Cc1cccc(CNC(=O)c2ccc(Cn3c(SCc4ccccc4)nc4cccnc43)cc2)c1	?
101	COc1ccc(C(=O)N2CCc3nc(C)nc(-c4ccc(OC)cc4)c3C2)cc1	-9%
102	CCOc1ccccc1NC(=O)Cn1c(=O)n(Cc2ccco2)c(=O)c2ccc(C(=O)NC3CCCC3)cc21	i
103	COc1ccc(-c2nnc3ccc(NCC(C)C)nn23)nc1	?
104	COc1ccc(Cl)cc1C(=O)NC1CCN(c2cc(-c3ccccc3)[nH]n2)C1 (stereo unspecified)	i
105	CCCNc1ncnc2c1c(-c1ccccc1)cn2-c1ccc(OCC)cc1	?
106	COc1ccc(CNC(=O)Cn2ccn3nc(-c4ccc(F)cc4)c(CO)c3c2=O)cc1OC	i
107	COc1ccc(NC(=O)CCS(=O)(=O)c2cccc3nonc23)cc1Cl	-1%
108	CN1C(=O)Cc2cc(C(=O)N3CCN(c4ccccc4Cl)CC3)ccc21	i
109	CC(=O)N1CCC(N2CCOC[C@H]2c2ncc(-c3cccc(F)c3)[nH]2)CC1	-16%[44.1 µM]
110	Cc1nc(CCNC(=O)CCc2ccccc2)no1	-5%
111	COc1cccc2cc(C(=O)NCCc3c(C)[nH]c4ccc(F)cc34)c(=O)oc12	14%
112	Cc1cc2cc(-c3c(C)noc3C)nc(N3CCCC3)c2o1	-12%[44.1 µM]

From PubChem
